TEAD-YAP inh – TEAD-YAP interaction inhibition | 1.4% of 640,000 active | HEK-TIYL cells, TEAD-Gal4/YAP UAS-luciferase luminescence | AID 1259422 | inhibition, % at 9.12 µM; in the data active means inhibition above about 32%;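 further: 0% = median of test compound wells and 100% = reference inhibitor wells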
FBW7 act – human FBW7 E3 ligase activation, primary screen | 0.13% of 650,000 active | AlphaScreen FBW7–phospho-cyclin E peptide binding, activator screen | Q969H0 | normalized activity (activation), % at 26.1 µM; in the data active means normalized activity above about 1.9%;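 further: purified mutant Fbw7 with reduced substrate affinity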
GPR151 ag – human GPR151 activation | PathHunter beta-arrestin GPR151 cells, luminescence | activation, % at 11.2 µM | 1% of 650,000 active | AID 1508602 | Q8TDV0; in the data active means activation above about 4.9%;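 further: 0% = median of compound wells and 100% = cells with positive control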
Target sequence (Q8TDV0 whole entry, looked up): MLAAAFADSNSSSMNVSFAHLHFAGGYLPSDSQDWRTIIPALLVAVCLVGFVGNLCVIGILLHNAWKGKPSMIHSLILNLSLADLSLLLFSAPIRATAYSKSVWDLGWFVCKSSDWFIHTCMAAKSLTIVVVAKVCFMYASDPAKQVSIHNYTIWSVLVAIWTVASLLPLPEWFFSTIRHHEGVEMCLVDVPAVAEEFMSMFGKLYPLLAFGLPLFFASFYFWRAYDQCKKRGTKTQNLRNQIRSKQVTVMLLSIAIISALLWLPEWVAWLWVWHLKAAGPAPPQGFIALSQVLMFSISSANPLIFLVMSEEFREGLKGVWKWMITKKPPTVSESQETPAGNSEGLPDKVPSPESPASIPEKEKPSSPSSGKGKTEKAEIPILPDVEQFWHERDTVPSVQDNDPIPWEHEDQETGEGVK
MITF primary – inhibitors of human MITF; O75030; AlphaScreen MITF homodimerization, bead proximity signal; inhibition, % at 2.6 µM; 0.91% of 650,000 active; AID 1259374; in the data active means inhibition above about 50%;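 further: 0% = vehicle wells with protein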
Target sequence (O75030 whole entry, looked up): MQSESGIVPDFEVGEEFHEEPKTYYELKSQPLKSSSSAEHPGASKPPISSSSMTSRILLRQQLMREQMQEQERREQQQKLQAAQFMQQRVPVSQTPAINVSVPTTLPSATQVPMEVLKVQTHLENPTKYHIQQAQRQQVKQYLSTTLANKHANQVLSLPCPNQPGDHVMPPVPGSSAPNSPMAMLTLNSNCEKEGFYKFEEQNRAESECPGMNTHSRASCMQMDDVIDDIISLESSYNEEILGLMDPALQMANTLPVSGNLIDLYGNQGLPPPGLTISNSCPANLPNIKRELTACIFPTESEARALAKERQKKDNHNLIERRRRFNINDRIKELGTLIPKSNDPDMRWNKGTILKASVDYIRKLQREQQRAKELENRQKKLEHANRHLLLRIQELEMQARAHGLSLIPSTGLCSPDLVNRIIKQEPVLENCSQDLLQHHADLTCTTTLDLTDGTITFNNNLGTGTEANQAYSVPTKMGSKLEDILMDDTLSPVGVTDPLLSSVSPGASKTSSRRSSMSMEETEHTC
Starred values were filed as active, the others as inactive; nt = no result given.

smiles,FBW7 act,TEAD-YAP inh,MITF primary,GPR151 ag
CCOC(=O)c1ccc(CN(Cc2ccc(Cl)cc2Cl)S(=O)(=O)c2ccc(F)cc2)cc1,0.8,-6,-6,-0.6
COC(=O)COc1ccc2c(C)cc(=O)oc2c1,-0.1,0,-3,0.2
COc1ccc(C2(CNC(=O)CC(c3ccccc3)c3ccccc3)CCCC2)cc1OC,0.5,10,20,2.1
Cc1ccc(-c2nc3ccccn3c2NC(=O)c2ccccc2)cc1,0.0,5,6,-0.4
Cc1ccc2[nH]c(=O)c(N3CCCCC3)c(-c3ccccc3)c2c1,0.0,5,4,-0.8
Cc1ccc(O)c(NC(=O)C2C3CC4OC(=O)C2C4C3)c1 (stereo unspecified),0.0,8,12,2.7
COc1ccccc1-c1nnc(NC(=O)c2ccc3c(c2)OCCO3)o1,-0.1,-33,-11,-0.1
O=c1[nH]c(NC2CCN(S(=O)(=O)c3ccccc3)CC2)nc2c1CCCC2,-0.1,5,4,-1.0
Cc1cc(NC(=O)c2ccccc2)ncc1NC(=O)c1ccco1,0.2,-37,-1,-5.5
O=c1c2c3c(sc2[nH]c(=S)n1-c1nc(-c2ccccc2)cs1)CCCC3,-0.2,-19,0,1.6
c1ccc(C2CCN(c3ncnc4c3nc3n4CCCCC3)C2)cc1 (stereo unspecified),0.0,-24,-3,0.9
Cc1ccc(S(=O)(=O)N2c3ccccc3-c3c(ssc3=S)C2(C)C)cc1,-0.3,-7,22,1.1
CCOc1cc(N2CCOCC2)c(OCC)cc1NC(=O)c1[nH]c(C)c(C(C)=O)c1C,-0.1,-8,-10,0.3
CC(SCc1nc2sc3c(c2c(=O)[nH]1)CCCC3)C(=O)NCc1ccco1 (stereo unspecified),-0.1,3,20,-0.9
Cc1ccc(C2(CC(=O)N3CCCC3)CCOC(C)(C)C2)cc1 (stereo unspecified),-0.1,-12,-14,0.0
O=C(CN1CCN(c2ccc(Cl)cc2)CC1)Nc1ccc2c(c1)OCCO2,0.0,3,7,0.3

Laid out differently: 4 of the compounds above.
O=c1c2c3c(sc2[nH]c(=S)n1-c1nc(-c2ccccc2)cs1)CCCC3
  FBW7 act = -0.2
  TEAD-YAP inh = -19
  MITF primary = 0
  GPR151 ag = 1.6
Cc1ccc2[nH]c(=O)c(N3CCCCC3)c(-c3ccccc3)c2c1
  FBW7 act = 0.0
  TEAD-YAP inh = 5
  MITF primary = 4
  GPR151 ag = -0.8
CC(SCc1nc2sc3c(c2c(=O)[nH]1)CCCC3)C(=O)NCc1ccco1 (stereo unspecified)
  FBW7 act = -0.1
  TEAD-YAP inh = 3
  MITF primary = 20
  GPR151 ag = -0.9
Cc1ccc(-c2nc3ccccn3c2NC(=O)c2ccccc2)cc1
  FBW7 act = 0.0
  TEAD-YAP inh = 5
  MITF primary = 6
  GPR151 ag = -0.4

(cont.)
smiles,FBW7 act,TEAD-YAP inh,MITF primary,GPR151 ag
CCCn1c(=N)c(C(=O)NC2CCCC2)cc2c(=O)n3cc(C)ccc3nc21,0.7,0,3,1.4
CCOC(=O)c1cccc(N/C=C/C(=O)c2ccc(Cl)cc2)c1,0.0,-7,-6,0.8
COCCCN1C(=O)C(=O)/C(=C(\O)c2ccccc2)C1c1ccc(F)cc1 (stereo unspecified),-0.1,-12,-12,0.6
CC(=O)NC(CCS(C)(=O)=O)C(=O)Nc1ccc(C)cc1 (stereo unspecified),0.1,-2,-11,1.7
CC(C)C(NS(C)(=O)=O)c1nnc2n1CCN(Cc1cccc(C(F)(F)F)c1)CC2 (stereo unspecified),-0.1,-2,-3,-1.0
CCN(C(=O)CSc1nnc2nc(C)cc(C)n12)c1cccc2ccccc12,-0.2,-3,-2,-0.4
Cc1cc(C)n(CC(=O)N/N=C/c2c(-c3ccccc3)[nH]c3ccccc23)n1,-0.2,16,0,1.1
CN(C(=O)c1cccc(C(=O)N(C)C2CCCCC2)c1)C1CCCCC1,0.0,4,3,2.3
CCCNc1ccc2ncc(-c3cncnc3)n2n1,-0.9,23,14,0.8
Cc1cc(OCCCCN2CCOCC2)ccc1C(C)C,0.0,4,27,0.4
N#Cc1ccc(C(=O)Nc2cccnc2)c(F)c1,0.0,-2,5,1.8
CC(=O)Nc1ccc(C2=NNC(=NC3CCCCC3C)SC2)cc1 (stereo unspecified),0.3,7,18,-1.3
CCCc1cc(=O)[nH]c2nnc(SCc3ccccc3Cl)n12,0.3,-1,20,0.1
Cc1cccc(N2CC(C(=O)OCC(=O)c3ccccc3)CC2=O)c1 (stereo unspecified),-0.1,8,2,1.9
CCOC(=O)c1c(N)n(-c2ccc(C)c(Cl)c2)c2nc3ccccc3nc12,-0.2,-14,-27,-0.7
CCc1nc2ccc(C(=O)NCc3ccc(C)cc3)cc2nc1CC,0.1,1,11,0.9
O=C(C1c2ccccc2Oc2ccccc21)N1CCC(Cn2ccnc2)CC1,0.1,5,10,-0.1
CN(Cc1ccccc1)C(=O)COc1cc(Cl)ccc1Cl,0.0,-18,23,-2.3
Cc1cc(C(=O)N2CCN(c3ccc([N+](=O)[O-])cc3)CC2)c(-c2ccccc2)o1,-0.1,10,18,1.2
O=C(Nc1nnc(CSCc2ccccc2F)s1)c1cccc([N+](=O)[O-])c1,0.1,-11,-14,-2.3
c1cncc(CNc2nc(-c3ccc(N4CCOCC4)nc3)nc3nc[nH]c23)c1,-0.2,-2,10,-0.1
O=C(Nc1ccc(Cl)c(C(F)(F)F)c1)c1oc(=O)c2ccccc2c1-c1ccccc1,0.0,-4,-9,-0.7
COC(=O)c1cc(-c2ccc3c(c2)OCO3)no1,0.0,-11,-9,0.9
Cc1cc(=O)oc2cc(OCC(=O)OC(C)(C)C)ccc12,0.1,-44,-13,2.2
CCCN1C(=O)C(O)(c2c[nH]c3ccccc23)c2ccccc21 (stereo unspecified),-0.2,12,-16,1.7
Cn1c(Nc2nc(NCc3ccccc3)c3ncn(Cc4ccc(C(F)(F)F)cc4)c3n2)nc2ccccc21,0.0,8,1,-0.3
CSc1ccccc1NC(=O)CN(c1ccc(C(C)C)cc1)S(C)(=O)=O,-0.2,2,-18,-1.4
O=C(Nc1ccc(NCc2cc(Cc3ccccc3Cl)cc(Br)c2O)cc1)c1ccco1,0.1,3,-1,-0.6
C=CCN1C(=O)/C(=C\c2cc(I)c(O)c(OC)c2)C(=O)NC1=S,0.2,12,23,-1.2
COC(=O)c1c(NC(=O)c2cncc(Br)c2)sc2c1CCC(C)C2 (stereo unspecified),0.2,5,3,-0.1
CC/C=C\C/C=C\C/C=C\CCCCCCCC(=O)O,nt,nt,-12,1.3
CCC(C(=O)NC1CCCCC1)n1c2ccccc2c2nc(=O)cc(C)n21 (stereo unspecified),-0.1,16,10,0.4
C=CCn1c(CCCNC(=O)c2ccc(F)cc2)nc2ccccc21,-0.2,4,-13,0.3
Cc1ccc(CCN(N=O)c2ccccc2)cn1,0.1,-1,20,-1.0
CCOC(=O)c1sc2nc(SCC(=O)NCc3ccccc3Cl)n(Cc3ccccc3Cl)c(=O)c2c1C,0.1,-17,0,0.0
O=C(Cc1ccccc1)Nc1cccc(C(=O)OCC(=O)c2ccc([N+](=O)[O-])cc2)c1,0.0,-15,-7,-1.4
Cn1c(SCc2nc(-c3ccccc3)no2)nnc1-c1cccs1,0.0,-8,0,0.4
CCOC(=O)c1cnc2ccccc2c1Nc1cccc(Cl)c1,0.0,-3,11,-0.3
O=S(=O)(Nc1cc(Br)c2oc3c(c2c1)CCCC3)c1ccc(Cl)cc1,-0.1,-1,-12,0.8
O=Nc1c(O)[nH]c2c(F)cccc12,0.0,0,10,0.8
COC(=O)c1ccc2nc(-c3ccc(OC)cc3)c(Br)n2c1,0.3,-24,26,-3.0
Cc1ccc(C(=O)Nc2ccc(C(=O)N/N=C/c3cccc(C)n3)cc2)cc1,0.2,14,1,6.1*
CCOc1ccc(S(=O)(=O)NCc2csc(-c3ccccc3)n2)cc1,-0.2,-10,2,1.1
CSc1ccc(CNn2c(-c3ccc(F)cc3)nc3ccccc3c2=O)cc1,0.1,5,-5,-0.4
O=c1[nH]c(CN2CCCCC2)nc2scc(-c3ccccc3)c12,0.0,-8,-10,1.2
Cn1c(CSc2ncccn2)nnc1SCC(=O)NC1CCCCC1,0.1,-6,24,0.4
Cc1cc(=O)oc2cc(OC(=O)/C=C/c3cccc(I)c3)ccc12,-0.1,-10,-6,0.3
CCOCCOC(=O)c1[nH]c2c(c1C)C(=O)CC(c1ccc(OCC)cc1)C2 (stereo unspecified),0.4,6,4,0.0

Just GPR151 ag and MITF primary (four entries from above):
| Compound | GPR151 ag | MITF primary |
| --- | --- | --- |
| c1cncc(CNc2nc(-c3ccc(N4CCOCC4)nc3)nc3nc[nH]c23)c1 | -0.1 | 10 |
| O=C(Nc1ccc(Cl)c(C(F)(F)F)c1)c1oc(=O)c2ccccc2c1-c1ccccc1 | -0.7 | -9 |
| COC(=O)c1cc(-c2ccc3c(c2)OCO3)no1 | 0.9 | -9 |
| Cc1cc(=O)oc2cc(OCC(=O)OC(C)(C)C)ccc12 | 2.2 | -13 |

Next structures.
smiles,FBW7 act,TEAD-YAP inh,MITF primary,GPR151 ag
CN1CCN(c2ccc(-c3cccc(C(=O)Nc4ccc(Oc5ccccc5)cc4)c3)cc2)CC1,-0.3,13,31,2.2
N#C/C(=C\c1cccn1-c1nnc(-c2ccccc2)s1)C(=O)NCc1ccco1,-0.2,-21,2,0.3
c1ccc(-c2nc3c4ccccc4nc(SCc4ccncc4)n3n2)cc1,0.0,-3,-18,-1.4
Cc1ccc(C2C3=C(CCCC3=O)N(C)C3=C2C(=O)CCC3)cc1,0.0,6,8,0.0
CC(C)CC(=O)Nc1ccc(C(=O)CN2C(=O)C(=O)N(Cc3ccccc3)C2=O)cc1,0.3,7,8,-0.5
O=C(c1cccc(S(=O)(=O)N2CCCCCC2)c1)N1CCN(CCO)CC1,-0.1,-1,-7,-1.6
O=C(O)CCSc1nnc(-c2cccs2)n1-c1ccccc1,0.2,-1,8,-2.2
CC(=O)Oc1ccc(/C=C2\C=C(c3ccc(Cl)cc3)OC2=O)cc1Br,-0.1,1,-7,4.3
Cc1cc(C(=O)N/N=C/c2c(-c3ccccc3)cc3ccccn23)c(C)o1,0.1,8,-7,-0.5
COc1ccc(-c2cn3nc(N4CCCC(C(=O)N5CCCCCC5)C4)sc3n2)cc1 (stereo unspecified),-0.2,45*,7,0.7
O=C(c1ccc([N+](=O)[O-])cc1)N1CCN(C(=O)c2cccs2)CC1,0.1,6,15,0.4
O=C(CCCCCn1c(=O)[nH]c2ccccc2c1=O)N1CCN(c2ccc(F)cc2)CC1,0.8,16,4,-0.4
O=C(NC1CCCCCCC1)c1ccc(=O)[nH]c1,0.0,1,4,-1.1
Cc1c(C(=O)NC(=S)Nc2ccc(N(C)C)cc2)cccc1[N+](=O)[O-],-0.1,2,2,-1.5
O=C1NCCN(Cc2cccc(F)c2)C1CC(=O)N1CCCCO1 (stereo unspecified),-0.1,-2,-8,-0.9
Cc1ccc(S(=O)(=O)Nc2nc(C)cc(NNC(=S)S)n2)cc1,0.0,-2,-1,0.6
O=C(NC1CC(=O)N(c2ccc3c(c2)OCCO3)C1)N(CCO)CCO (stereo unspecified),0.2,-1,-1,-1.7
On1c(-c2ccccc2F)nc2c1CCc1nonc1-2,-0.1,1,-8,0.3
COc1ccc(C2=NN(CC(=O)NCCN(C)CCc3ccccc3)C(=O)CC2)cc1,0.0,0,3,-0.2
Cc1nc(N)sc1-c1csc(Nc2ccccc2)n1,0.0,-17,4,0.3
COc1ccc(CN2CCc3nnc(C(CC(C)C)NC(=O)c4cccnc4)n3CC2)cc1 (stereo unspecified),-0.1,1,-8,1.6
CC1(C)CC(N=C(c2ccccc2)c2ccc(O)c(O)c2)CC(C)(C)N1,1.1,10,9,-0.4
O=C(CCS(=O)(=O)c1ccc(Br)cc1)NCc1ccco1,-0.5,-1,-187,1.0

High-throughput results as filed in PubChem BioAssay.
